# PRMT1 FP inh – PRMT1 methyltransferase inhibitors, primary screen, biochemical, fluorescence polarization. AID 652257, 2013. inhibition, % at 2.79 µM. hit rate 1.3% among 370,000. recombinant PRMT1, activity-based probe fluorescence polarization;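 active = inhibition above about 21% made by adding two undisclosed values, limit read from the data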
# Target sequence (Q99873 whole entry, looked up): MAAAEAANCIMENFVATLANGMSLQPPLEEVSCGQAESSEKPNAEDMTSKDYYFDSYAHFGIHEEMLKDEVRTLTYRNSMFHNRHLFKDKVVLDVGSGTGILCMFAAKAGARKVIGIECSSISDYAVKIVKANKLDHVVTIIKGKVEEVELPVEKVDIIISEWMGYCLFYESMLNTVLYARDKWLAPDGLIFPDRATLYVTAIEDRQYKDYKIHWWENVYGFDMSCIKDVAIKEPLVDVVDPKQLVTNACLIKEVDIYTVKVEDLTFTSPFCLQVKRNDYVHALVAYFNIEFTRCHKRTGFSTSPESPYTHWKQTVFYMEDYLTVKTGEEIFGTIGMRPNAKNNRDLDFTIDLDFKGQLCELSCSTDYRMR
# TDP2 inh – human TDP2 enzyme inhibitors, primary screen, biochemical, epi absorbance, recombinant enzyme; T5PNP hydrolysis, p-nitrophenol absorbance 415 nm; Tyrosyl-DNA phosphodiesterase 2 (Homo sapiens), O95551; hit rate 0.34% among 370,000; inhibition, % at 12.8 µM;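 active = inhibition above the mean of all tested compounds plus 3 SD, set per campaign, cut at about 25% in these data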;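 note: 0% = DMSO with enzyme and 100% = buffer with substrate but no TDP2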
# Target sequence (O95551 whole entry, looked up): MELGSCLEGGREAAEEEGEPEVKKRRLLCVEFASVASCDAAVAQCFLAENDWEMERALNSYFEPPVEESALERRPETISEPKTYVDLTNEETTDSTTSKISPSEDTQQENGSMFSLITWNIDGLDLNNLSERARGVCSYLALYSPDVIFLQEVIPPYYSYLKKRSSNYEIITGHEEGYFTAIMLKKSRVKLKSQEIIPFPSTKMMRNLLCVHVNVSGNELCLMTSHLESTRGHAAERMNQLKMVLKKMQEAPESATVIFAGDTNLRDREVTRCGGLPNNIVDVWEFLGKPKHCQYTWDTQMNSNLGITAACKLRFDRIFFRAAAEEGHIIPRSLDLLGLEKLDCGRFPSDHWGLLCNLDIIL
#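 test system = human TDP2 enzyme | input = TDP2 enzyme at 120 nM final | medium = 50 mM Tris-HCl pH 7.5 with Mg2+, KCl, DTT, BSA | also added = T5PNP substrate, 5 mM | times = 2 h at 37 °C | technique = epi absorbance | benchmarks = high control without enzyme, low control DMSO plus TDP2 | replication = each compound tested once, singlicate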
# HTRA1 inhibitor – HTRA1 serine protease inhibitors, primary screen, biochemical, fluorescence polarization, HTS. recombinant HTRA1, FP-rhodamine activity-based probe. hit rate 0.5% among 340,000. inhibition, % at 5.96 µM; in the data active = inhibition above about 36%;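 note: 0% = enzyme with DMSO and 100% = wells lacking enzyme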
# MBD2 inh – inhibitors of MBD2 binding to methylated DNA, primary screen, biochemical, TR-FRET, DNA-binding domain, human | Methyl-CpG-binding domain protein 2 (Homo sapiens), Q9UBB5 | inhibition, % at 4.4 µM | hit rate 0.31% among 370,000 | MBD2 binding to methylated oligonucleotide; in the data active = inhibition above about 13%
# LEDGF integ inh – blockers of LEDGF/p75-dependent integrase strand transfer – biochemical, TR-FRET, high throughput, primary screen; HIV-1 integrase (with human LEDGF/p75); TR-FRET IN-LEDGF/p75 DNA integration, Eu/Cy5; inhibition, % at 3.7 µM; hit rate 0.64% among 370,000;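 active = inhibition above the screen-wide mean plus 3 SD, cut at about 13% in these data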;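 note: signal is the Cy5 over europium emission ratio at 671 and 618 nm; 0% = plate median of compound wells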
# GC-B act – human GC-B receptor activators, primary screen, HEK293 GC-B cells, cGMP TR-FRET, EC30 CNP. Atrial natriuretic peptide receptor 2 (Homo sapiens), P20594. 0% at EC30 CNP, 100% saturating CNP. activation, % at 10 µM. hit rate 0.11% among 370,000;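 active = activation at 10 µM reaching about 35% in either raw or pattern-adjusted values, limit read from the data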
# TCR-CD3 inh – inhibitors of human TCR-CD3 interaction, primary screen, biochemical, fluorescence, TAMRA-labeled TCR probe. AID 651800, 2012. inhibition, % at 9.4 µM. hit rate 0.37% among 360,000; in the data active = inhibition above about 19%;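 note: recombinant mutant TCR 2C K166C tagged with TAMRA read by polarization; 0% = receptor in buffer alone and 100% = receptor with positive control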
# rCAG RNA binder – binders of r(CAG) RNA repeats, primary screen, biochemical, fluorescence | r(CAG) RNA repeat, TO-PRO-1 dye displacement fluorescence | inhibition, % at 3 µM | hit rate 1.3% among 370,000 | AID 651821, 2012;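 active = inhibition above the plate cutoff, the mean of all test compounds on that plate plus 3 SD, cut at about 35% in these data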;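 note: 0% = DMSO alone and 100% = 100 µM mitoxantrone as full dye displacement; higher means more dye released from RNA so lower well fluorescence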
# mABHD4 FP – ABHD4 inhibitors, primary screen, biochemical, fluorescence polarization, mouse. purified mABHD4, FP-Rh probe fluorescence polarization. (Lyso)-N-acylphosphatidylethanolamine lipase (Mus musculus), Q8VD66. inhibition, % at 8.92 µM. hit rate 0.54% among 370,000;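 active = inhibition exceeding the mean over every tested compound plus 3 SD, cut at about 30% in these data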;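 note: 0% = plate median of compound wells and 100% = S159A mutant with DMSO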
# Target sequence (Q8VD66 whole entry, looked up): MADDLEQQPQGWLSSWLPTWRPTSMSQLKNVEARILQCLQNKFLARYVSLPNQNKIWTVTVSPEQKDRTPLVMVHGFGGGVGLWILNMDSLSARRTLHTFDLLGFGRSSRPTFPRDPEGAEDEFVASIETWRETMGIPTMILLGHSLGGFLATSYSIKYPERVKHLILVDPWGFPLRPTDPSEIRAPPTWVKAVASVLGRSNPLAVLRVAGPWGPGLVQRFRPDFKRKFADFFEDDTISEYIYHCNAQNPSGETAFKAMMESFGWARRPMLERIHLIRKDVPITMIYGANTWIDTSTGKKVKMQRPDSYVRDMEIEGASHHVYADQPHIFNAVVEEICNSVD
#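 Test system: mABHD4 protein; Read-out basis: % inhibition; Incubation: 45 min + 60 min at 25 °C; Repeats: single replicate; Technique: fluorescence polarization with parallel and perpendicular emission, 525/598 nm; Compound: 8.92 µM, single dose; Benchmarks: full inhibition S159A mutant plus DMSO, zero as sample-well median.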
# SIAE primary – human SIAE inhibitors, primary screen, biochemical, fluorescence polarization, FP-Rh probe, 1536-well HTS. Sialate O-acetylesterase (Homo sapiens), Q9HAT2. SIAE FP-Rh probe binding. inhibition, % at 9.66 µM. hit rate 0.69% among 370,000. AID 1053197, 2014;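 active = inhibition above a cutoff: mean of compounds within the control limits plus 3 SD of those, cut at about 17% in these data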;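 note: 0% = plate median of compound wells and 100% = probe without SIAE protein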
# * marks the source's active call; other numbers are inactive results; . = no result given.
# Each structure is followed by: PRMT1 FP inh	TDP2 inh	HTRA1 inhibitor	MBD2 inh	LEDGF integ inh	GC-B act	TCR-CD3 inh	rCAG RNA binder	mABHD4 FP	SIAE primary
Nn1c(SCC(=O)Nc2ccc(OCc3ccccc3)cc2)nnc1-c1cc(-c2ccccc2)n[nH]1
    -4	-5	.	2	2	-12	.	5	-2	-1
COc1ccc(C(=O)N2CCCCC2c2cc(C(=O)Nc3ccccc3)no2)cc1 (stereo not given)
    -1	5	.	1	3	-4	1	-1	-13	4
CCOC(=O)C1CCN(C(=O)C2CC(=O)N(c3ccc4c(c3)OCCO4)C2)CC1 (stereo not given)
    -2	5	1	3	-2	-1	-9	-10	-1	7
CCC(=O)N1CCc2cc(Br)cc(S(=O)(=O)NCCCN(CC)Cc3ccccc3)c21
    -2	4	-4	-1	-2	-2	-2	1	3	5
COc1ccccc1NC(=O)CSc1nnc(Cc2cc(=O)[nH]c(=O)[nH]2)n1-c1ccccc1
    3	-5	-6	5	3	-9	-6	1	-1	9
Cc1ccc(C(=O)OCC(=O)Nc2ccc3c(c2)OCO3)cc1S(=O)(=O)N1CCOCC1
    2	-8	-3	4	0	1	-7	7	0	-1
O=C(c1cnc2ccccn2c1=O)N1CCCc2ccccc21
    -1	10	-2	3	-3	-1	3	-1	6	6
CCOC(=O)N1CCN(C(=O)COc2ccc(S(=O)(=O)NC(C)C)cc2)CC1
    0	4	1	3	-1	3	4	0	3	5
O=c1[nH]c(=S)[nH]c2c1[C@H](CCc1cccc(Cl)c1)O[C@H](C1CCCC1)C2
    -3	3	.	-3	-3	2	-1	26	-4	0
Cc1ccnc(NC(=O)COc2ccc3oc4c(c3c2)CCCC4)c1
    -3	-4	0	-4	-1	-1	4	0	-1	-5
CCOC(=O)CC1C(=O)NCCN1S(=O)(=O)c1ccc(F)cc1 (stereo not given)
    0	12	-3	1	-10	0	2	-1	-3	3
COCCNC(=O)c1ccccc1NC(=O)c1ccccc1N(C)S(=O)(=O)c1ccccc1
    -3	7	-6	-2	-1	1	-2	-4	5	5
O=C(NC(=S)NC1CCCC1)c1ccccc1
    1	-20	-8	-6	2	0	7	0	-15	-9
COc1cc(Cl)c(C)cc1NC(=O)COc1cc(C)nc(C(C)C)n1
    -1	8	3	4	-1	-3	2	-4	3	0
O=C(Nc1ccccc1)/C(=C/c1cccnc1)NC(=O)c1ccccc1
    3	1	1	6	-3	2	-8	0	-5	-8
COc1ccc(NC(=S)N2CCC(NC(=O)c3ccc(OC)cc3)CC2)cc1
    -4	5	0	1	27*	-2	-1	1	8	4
Cc1ccc(-n2c(SCC(=O)N(C)C3CCS(=O)(=O)C3)nc3ccccc3c2=O)c(C)c1 (stereo not given)
    2	0	-3	0	3	-6	5	-1	1	-3
COc1ccc(CCNC(=O)c2sc3nc4n(c(=O)c3c2C)CCC4)cc1
    -1	-6	-11	9	2	-2	-6	2	-4	5
Cc1sc2ncnc(SCC(=O)N3CCCC(C(F)(F)F)C3)c2c1C (stereo not given)
    0	-4	0	-2	1	5	-2	3	-3	-3
O=C(NCc1ccncc1)c1ccc(OCc2ccccc2)cc1
    2	-17	1	-2	-2	1	1	0	-4	8
CCC(c1nnnn1Cc1ccc2c(c1)OCO2)N1CCN(CC)CC1 (stereo not given)
    -4	-14	14	2	2	9	-3	-3	0	3
CCOc1ccc(N2C(=O)CC(NCc3ccc(S(N)(=O)=O)cc3)C2=O)cc1 (stereo not given)
    5	11	-4	1	6	-5	7	4	6	11
Cc1nnc(SCC(=O)Nc2ccc(F)cc2F)n(N)c1=O
    -3	1	3	3	-1	4	1	-3	-8	6
Cc1nn(Cc2ccc(Cl)cc2)c(C)c1NC(=O)Cn1nc([N+](=O)[O-])c(Cl)c1C
    3	-1	2	10	-2	-1	-3	8	-9	1
CC(C)(C)c1ccc(S(=O)(=O)N2CCN(C3CCCC3)CC2)cc1
    -1	-10	-4	-4	5	1	7	-2	0	4
CSCCC(NS(=O)(=O)c1ccc(C)cc1)C(=O)N1CCN(C(c2ccccc2)c2ccccc2)CC1 (stereo not given)
    2	-9	-36	4	-6	-1	-2	3	-7	0
Cc1nc2sc(C(c3cccs3)N3CCN(Cc4ccccc4)CC3)c(O)n2n1 (stereo not given)
    4	-2	-12	4	-2	-4	-8	0	-1	-6
O=S(=O)(c1ccccc1)c1nc(-c2cccs2)oc1NCCCn1ccnc1
    1	14	7	-3	-2	-3	8	-5	-4	-1
CSc1ccccc1C(=O)NCCOc1ccccc1C
    0	3	3	0	4	1	7	-2	5	3
CCOC(=O)c1cnn2c(SC)ncnc12
    -4	-3	5	-10	4	4	6	0	0	1
CCOC(=O)c1cnc(SC)nc1Oc1cccc(NS(=O)(=O)c2ccc(C)cc2)c1
    -1	1	1	-3	-1	1	4	0	-1	0
Cc1ccc(NC(=S)Nc2ccc3cn[nH]c3c2)c(C)c1
    0	11	1	1	0	-1	9	0	-2	4
CC(=O)c1cc(NC(=O)c2cccc(C(F)(F)F)c2)c(=O)oc1/C=C/N(C)C
    6	-9	-5	-5	3	-4	-3	0	8	7
Cc1cc2c(cc1C)NC1(C[C@H]3CCC(=O)N4CC[C@@H](C1)[C@@H]34)C(=NC(C)(C)CC(C)(C)C)N2 (stereo not given in full)
    -2	4	10	1	1	-9	0	-5	7	3
CC1CCCN(C(=O)COC(=O)C2CCN(S(=O)(=O)c3c(Cl)cccc3Cl)CC2)C1 (stereo not given)
    2	-6	-5	-1	-3	0	9	-5	0	-15
Cc1cc(NC(=O)Cc2ccccc2)no1
    -1	-6	-4	-4	-3	5	1	3	2	-1
COc1cc(/C=N/NC(=O)CC2C(=O)NN=C2C)ccc1O (stereo not given)
    3	-1	5	0	74*	10	-3	-4	-4	0
NC(=O)c1ccc(OCc2ccccc2)nc1
    2	-6	4	4	-5	3	-3	0	1	0
CC(O)CCC(=O)NNC(=S)Nc1ccccc1 (stereo not given)
    -1	2	-1	0	5	.	3	-1	-5	15
N#CCCCSc1nnnn1-c1cccc(Cl)c1
    -4	-5	-4	4	0	-6	1	-6	-4	-6
O=C(CCCn1c(=O)[nH]c2cc(Cl)ccc2c1=O)NCCN1CCN(c2ccccc2)CC1
    -4	-13	10	-6	-1	-2	8	-7	1	-4
Cc1cccc(Nc2nc(NCc3ccco3)nc(N)c2[N+](=O)[O-])c1
    2	-12	-18	5	0	-8	-3	14	2	-5
O=C(/C=C/c1ccccc1)c1cc(Br)ccc(=O)c1O
    34*	-3	58*	3	8	-6	8	51*	37*	9
COc1ccc(NC(=O)/C(Cl)=C(/Cl)S(=O)Cc2ccccc2)cn1 (stereo not given)
    18	11	-15	3	-2	-21	-3	-2	5	2
CSc1nc2sc3c(c2c(=O)[nH]1)CCCC3
    -1	4	-1	-6	3	-5	-7	-2	-4	2
Cc1cc(NC(=O)CSc2ccc3nnc(-c4ccccc4)n3n2)no1
    -3	-2	-8	2	-2	-7	2	1	3	4
O=C(O)c1nc2nc(Cl)c(Cl)nc2[nH]1
    -1	6	3	-7	-2	2	1	-3	2	3
O=c1c(C(c2ccc(O)cc2)c2c(O)nc3n(c2=O)CCCS3)c(O)nc2n1CCCS2
    17	5	2	3	1	4	14	8	-6	-1
O=C(NCc1cccnc1)C1CCCN1S(=O)(=O)c1ccc(Cl)cc1 (stereo not given)
    -4	7	10	-3	3	-1	4	-3	-4	7
O=C(Nc1cccnc1Cl)c1cc(-c2cccc(O)c2)on1
    -3	-3	-4	0	4	-4	0	0	-4	-30
CC(=O)c1cccc(OCC(=O)N(C)CC(=O)Nc2ccc(F)cc2)c1
    -4	-12	.	0	6	4	2	3	-9	-2
CN(C(=O)COC(=O)CNC(=O)c1ccccc1F)C1CCCCC1
    1	-1	-2	2	3	-3	3	-7	6	0
CN1CCN(c2ccc(NC(=O)c3ccco3)cc2Cl)CC1
    1	-3	-1	0	0	4	-2	-4	2	11
CC(C)(C)c1ccc(OC(=O)c2ccc(-n3cncn3)nc2)cc1
    -3	8	.	3	0	-2	4	-1	0	2
Cc1ccc(S(=O)(=O)NCC(=O)OCC(=O)Nc2cccc(S(=O)(=O)NC3=NCCCCC3)c2)cc1
    -4	15	-8	-3	2	1	-1	3	-2	-1
Cc1ccc(N(Cc2ccccc2)C(=O)c2ccc(F)cc2)cc1
    -1	-7	-6	1	1	-3	-1	-7	1	-4
O=C(COC(=O)c1ccccc1C(=O)c1ccc(Cl)cc1)NCC1CCCO1 (stereo not given)
    -2	4	3	-2	1	2	-2	-4	1	-2
C=CCN1C(=O)C2C(C(=O)NCc3ccccc3)C3(C)C=CC2(O3)C1C(=O)NC(C)(C)C (stereo not given)
    2	0	2	1	0	-3	-1	-1	2	0
C/C(=N\NC(=O)c1nnn(-c2nonc2N)c1CSc1ccc(C)cc1)c1cccs1
    5	3	6	0	-1	-2	-3	3	10	1
CN(c1ccccc1)S(=O)(=O)c1ccc(C(=O)NCc2ccco2)cc1
    4	-4	-2	-4	1	6	16	-2	2	0

# 2 of these compounds in another layout:
smiles	PRMT1 FP inh	TDP2 inh	HTRA1 inhibitor	MBD2 inh	LEDGF integ inh	GC-B act	TCR-CD3 inh	rCAG RNA binder	mABHD4 FP	SIAE primary
Cc1sc2ncnc(SCC(=O)N3CCCC(C(F)(F)F)C3)c2c1C (stereo not given)	0	-4	0	-2	1	5	-2	3	-3	-3
O=C(NCc1ccncc1)c1ccc(OCc2ccccc2)cc1	2	-17	1	-2	-2	1	1	0	-4	8

# The listing continues:
# Each structure is followed by: PRMT1 FP inh	TDP2 inh	HTRA1 inhibitor	MBD2 inh	LEDGF integ inh	GC-B act	TCR-CD3 inh	rCAG RNA binder	mABHD4 FP	SIAE primary
O=C(O)C1CC(=O)N(c2ccc(OCc3ccccc3Cl)cc2)C1 (stereo not given)
    0	1	5	-1	2	-9	2	5	1	-2
COc1ccc2nc(Nc3nc(-c4cc5ccccc5oc4=O)cs3)sc2c1
    0	-4	-1	8	-3	9	2	4	-2	-6
CC(C)CC(=O)NCc1ccc2[nH]c3c(c2c1)CCCC3
    5	8	6	-1	2	0	6	-1	2	13
COc1cc(Nc2ncnc(N)n2)cc(OC)c1
    4	3	8	4	-4	2	-6	-1	-1	-4
CN(C)c1ccc(-c2ccnc3c2CC(C)(C(=O)NCCc2ccccc2)O3)cc1 (stereo not given)
    -2	-9	.	-2	-2	0	2	-1	6	8
CCN(CC)C(=O)Cn1cc(C(=O)C(=O)NCCCn2ccnc2)c2ccccc21
    2	-1	-2	-4	0	0	4	-2	-4	0

# A portion of the library (hit frequency here may not be typical).
